CIT2-GFP yeast = yeast TOR pathway CIT2-GFP modulation | S. cerevisiae CIT2-GFP strain, flow cytometry, 3 h; 100 means same as DMSO wells | GFP response vs DMSO, % at 10 µM | hit rate 0.065% among 320,000;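 active = GFP response relative to DMSO above a set limit, near the screen mean plus 3 SD, cut at about 150% in these data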;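 note: ratio of well median GFP fluorescence to mean of DMSO wells on the plate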
GRK2 aptamer HTS = blocks RNA aptamer binding to human GRK2. P25098. bead flow cytometry, FAM-aptamer displacement from GRK2. inhibition of aptamer binding, % at 10 µM. hit rate 0.59% among 330,000. AID 488847;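 active = inhibition of aptamer binding above 40%, roughly 3 SD of noise, on plates passing a quality check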;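 note: median bead fluorescence of bound FAM aptamer so fluorescent compounds give negative values; no value below 0 was filed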
Fam108B counter = blocks mouse Fam108B hydrolase in RBBP9 counter-screen; recombinant Fam108B, FP-Rh probe fluorescence polarization; hit rate 0.33% among 300,000; inhibition, % at 9.51 µM; AID 1947;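 active = inhibition above the screen mean inhibition plus 3 SD, computed separately per campaign, cut at about 18% in these data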;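 note: inhibitors lower polarization as less probe binds the enzyme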
MCL1 BIM primary = inhibitors of human MCL1 binding to BIM-BH3 peptide. Q07820. GST-MCL1 / FITC-Bim-BH3 fluorescence polarization. inhibition, % at 10.9 µM. hit rate 0.68% among 320,000;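 active = inhibition above the mean inhibition of all tested compounds plus 3 SD, set per campaign, cut at about 40% in these data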;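 note: 0% = DMSO wells and 100% = unlabeled Bim-BH3 peptide control; higher means more loss of mP so more displacement of Bim peptide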
Target sequence (Q07820 whole entry, looked up): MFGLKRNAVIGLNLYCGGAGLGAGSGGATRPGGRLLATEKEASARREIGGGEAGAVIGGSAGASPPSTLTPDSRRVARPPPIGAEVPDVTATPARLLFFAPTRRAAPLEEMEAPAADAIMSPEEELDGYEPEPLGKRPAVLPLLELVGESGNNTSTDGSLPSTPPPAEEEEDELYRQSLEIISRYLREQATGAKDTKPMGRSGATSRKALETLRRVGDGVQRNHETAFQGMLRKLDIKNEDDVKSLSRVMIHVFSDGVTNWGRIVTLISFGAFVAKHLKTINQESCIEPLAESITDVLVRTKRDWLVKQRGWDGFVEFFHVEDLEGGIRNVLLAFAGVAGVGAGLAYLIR
VLA-4 inh = inhibition in a human VLA-4 binding assay. P13612. AID 2557. VLA-4 expressing cells, ligand binding flow cytometry. inhibition, % (about 7 µM as worked out from the volumes in the protocol). hit rate 0.2% among 330,000; in the data active = inhibition above about 50%
MEX-5 binding = C. elegans MEX-5 TCR-2 RNA binding activity; Q9XUB2; activity score (negative = inhibition of binding), % at 10 µM; hit rate 0.38% among 300,000; MEX-5/FITC-TCR2 RNA binding, fluorescence polarization; hits give low values;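 active = inhibition past about -25% in most replicates, and total fluorescence under double the plate's negative control median, limit read from the data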;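 note: 0% = DMSO and -100% = 5 µM competing unlabeled TCR2 RNA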
AGP1 TOR yeast = alters AGP1-GFP fluorescence in TOR pathway yeast screen; S. cerevisiae AGP1-GFP multiplex flow cytometry, 3 h; GFP as percent of DMSO wells; GFP response vs DMSO, % at 10 µM; hit rate 0.02% among 320,000; AID 2066;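 active = GFP response relative to DMSO above a set limit, near screen average plus 3 SD, cut at about 150% in these data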;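 note: median GFP channel fluorescence of the gated AGP1 strain per well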
Bcl-xL primary = blocks human Bcl-xL binding to Bim BH3 peptide; Q07817; GST-Bcl-xL / FITC-Bim BH3 peptide fluorescence polarization; inhibition, % at 10.9 µM; hit rate 0.7% among 320,000; AID 2129;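 active = inhibition above the mean of all tested compounds plus 3 SD, cutoff set per campaign, cut at about 30% in these data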;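 note: 0% = DMSO wells and 100% = unlabeled Bim-BH3 peptide competitor; inhibitors lower millipolarization by displacing the labeled peptide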
Target sequence (Q07817 whole entry, looked up): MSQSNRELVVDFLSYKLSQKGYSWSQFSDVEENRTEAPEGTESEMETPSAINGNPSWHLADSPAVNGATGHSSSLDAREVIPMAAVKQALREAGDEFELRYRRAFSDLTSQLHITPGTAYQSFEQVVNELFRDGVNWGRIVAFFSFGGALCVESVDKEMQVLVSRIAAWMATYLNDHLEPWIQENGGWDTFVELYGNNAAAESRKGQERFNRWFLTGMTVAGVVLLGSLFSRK
GLD-1 RNA inh = GLD-1-TGE RNA interaction inhibition (C. elegans). Q17339. purified GLD-1 + fluorescein TGE RNA, fluorescence polarization. inhibition, % at 5.96 µM. hit rate 0.44% among 320,000. AID 2280;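 active = percent inhibition above a per-plate cutoff, the plate mean of test compounds plus 3 SD, cut at about 30% in these data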;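 note: 0% = DMSO wells with GLD-1 and probe and 100% = wells lacking GLD-1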
Target sequence (Q17339 whole entry, looked up): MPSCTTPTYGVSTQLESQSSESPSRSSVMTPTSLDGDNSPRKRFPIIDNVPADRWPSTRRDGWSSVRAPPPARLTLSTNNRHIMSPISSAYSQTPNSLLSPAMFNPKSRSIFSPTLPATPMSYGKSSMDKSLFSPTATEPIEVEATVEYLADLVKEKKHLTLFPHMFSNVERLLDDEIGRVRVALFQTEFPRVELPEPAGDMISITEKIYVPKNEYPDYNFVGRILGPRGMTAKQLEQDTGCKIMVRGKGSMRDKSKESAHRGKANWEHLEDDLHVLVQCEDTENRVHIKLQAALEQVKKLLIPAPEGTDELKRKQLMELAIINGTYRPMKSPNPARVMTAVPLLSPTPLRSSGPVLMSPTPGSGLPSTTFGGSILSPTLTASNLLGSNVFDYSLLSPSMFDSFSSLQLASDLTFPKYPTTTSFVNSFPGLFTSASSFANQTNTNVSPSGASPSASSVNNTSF
Active calls of the source: *; · = not tested or not shown.

SMILES	CIT2-GFP yeast	GRK2 aptamer HTS	Fam108B counter	MCL1 BIM primary	VLA-4 inh	MEX-5 binding	AGP1 TOR yeast	Bcl-xL primary	GLD-1 RNA inh
CCOC(=O)c1sc(NC(=O)CNC(=O)Cn2cnc3sc(C)c(C)c3c2=O)nc1C	88	0	7	4	1	-1.2	89	0	-3
COc1ccc(-c2noc3c2-c2nc(-c4ccc(C)cc4)sc2CC3)cc1	98	0	-2	-1	15	0.1	98	-1	2
Cc1ccc(C(=O)c2c3ccccc3[n+]([O-])n2CCO)cc1	97	0	0	3	-1	1.3	97	-3	-3
COc1ccc(S(=O)(=O)Nc2ccc3c(c2)N(C(C)=O)CCC3)cc1	98	0	1	7	11	-5.1	113	6	4
CC(=C/c1ccco1)/C=N/NC(=O)c1nnn(-c2nonc2N)c1CN(C)C	99	0	2	12	17	-3.5	93	6	7
Cc1cc(OCc2nnc(SCC(=O)O)n2-c2ccccc2)ccc1Cl	101	0	2	1	4	1.9	102	0	-3
CCCCC(=O)OCC(=O)N1N=C(c2c[nH]c3ccccc23)C(O)C1c1ccc(OC)cc1 (centres undefined)	98	2	2	-17	2	0.2	103	-7	2
Cc1cc(NC(=O)CSc2nc(-c3cccs3)nc3ccccc23)no1	91	5	·	-4	0	·	94	3	-2
C=CCNC(=S)N(CC=C)C1CCS(=O)(=O)C1 (centres undefined)	98	0	-1	-7	7	0.2	91	-10	3
COc1ccc(C(=O)/C(C)=N/O)cc1OC	106	2	-1	3	15	-0.8	104	6	2
O=C(COc1ccc(Cl)cc1)NCC(=O)N/N=C/c1cccs1	85	2	1	2	-2	1.0	85	-4	-1
COc1ccc(S(=O)(=O)N(CC(=O)NC2CC2)C2CCCCC2)cc1Cl	101	2	-2	7	4	1.8	102	8	8
COc1ccc(-c2cn(CCC(=O)O)c(C)n2)cc1	95	0	-2	-1	22	·	97	5	-2
Nc1c(C(=O)CSc2nnc(-c3ccccc3F)o2)c(=O)[nH]c(=O)n1C1CC1	103	5	·	-7	1	·	111	-5	-6
CCOC(=O)/C=C/C(=O)Nc1ccccc1-c1ccccc1NC(=O)/C=C/C(=O)OCC	99	3	0	-1	5	-0.1	96	5	4
CCNC(=S)N1CCN(c2cccc(C(F)(F)F)c2)CC1	91	1	-1	10	33	-0.3	96	0	1
COC(=O)c1ccc(NC(=O)NCCCl)cc1	98	1	-1	-7	5	2.2	104	1	3
O=C(CN1C(=O)C2CC=CCC2C1=O)Nc1ccc(S(=O)(=O)N2CCOCC2)cc1 (centres undefined)	98	0	2	-10	-6	-1.2	101	-4	3
CCOc1ccc(OCCSc2nc(-c3ccccc3)cc(=O)[nH]2)cc1	109	2	-7	3	-10	0.6	100	-1	6
Cc1ccc(S(=O)(=O)NC(=O)c2cc(C)n(CC(c3ccccc3)N(C)C)c2C)cc1 (centres undefined)	103	0	1	-1	27	-0.8	97	2	4
COc1cc(C(=O)NCCSc2ccc(Br)cc2)cc(OC)c1OC	91	0	1	6	18	1.8	96	4	-3
COc1cc(OC)cc(-c2sc3ccc(OC)cc3c2-c2ccc(O)cc2)c1	83	3	·	·	17	·	88	·	8
Cn1cccc1C(=O)OCc1ccc(C(C)(C)C)cc1	98	0	-3	-8	-16	0.7	98	0	3
COc1ccc(CNC(N)=O)cc1	103	1	2	5	6	1.0	108	10	1
Cn1c2c(c(=O)n(C)c1=O)[C@@H]1c3c(ccc4ccccc34)OC[C@@H]1CO2	107	0	2	6	11	-0.1	103	0	-6
O=C1c2ccccc2C2(c3cc(C(F)(F)F)cc(C(F)(F)F)c3)NCCN12 (centres undefined)	102	2	·	·	-5	-1.9	97	·	·
COc1ccc(C2(O)C(=O)Nc3ccc(C)cc32)cc1OC (centres undefined)	102	0	0	1	7	1.5	98	5	5
CC1(C)c2ccccc2-c2nc3ccccc3cc2C1O (centres undefined)	108	0	4	0	1	0.1	104	2	-3
COC(=O)C1=C(O)/C(=C\c2cc(C)n(-c3ccc(F)cc3)c2C)N=C1C	91	0	4	33	-3	-2.6	97	28	15
O=C(CN1CCc2ccccc2C1)Nc1cc(S(=O)(=O)N2CCOCC2)ccc1N1CCOCC1	96	2	0	9	17	1.8	96	3	9
CNC(=S)Nc1ccc2nc(C)c(C)nc2c1	99	0	4	8	-6	1.1	100	11	7
O=c1oc2cc(OCc3c(F)c(F)c(F)c(F)c3F)ccc2cc1-c1ccccn1	98	2	3	4	13	0.8	94	7	1
COc1ccc(C(=O)N2CCN(S(=O)(=O)c3ccc(C)cc3)CC2)cc1S(=O)(=O)N1CCOCC1	90	0	3	-6	1	1.8	102	-5	4
O=C(Nc1ccccc1-c1nnc(SCc2ccccc2)o1)c1ccccc1	104	0	1	-5	-7	-1.6	100	0	11
CN(C)c1ccc(/C=N/Nc2nc3ccccc3o2)cc1	98	0	7	3	-10	1.3	91	6	-13
Cc1csc2c(N3CCN(C(=S)Nc4ccc(C(F)(F)F)cc4)CC3)ncnc12	102	1	-14	6	2	0.5	125	3	7
COc1ccc(N(CC(=O)Nc2ccc(C)cc2)S(=O)(=O)c2c(C)noc2C)cc1	118	3	-3	-5	0	-0.7	100	1	4
Cc1ccc(C(=O)Nc2c3c(nn2C(C)(C)C)CS(=O)(=O)C3)cc1C	95	0	0	0	6	3.4	100	4	1
Cc1ccc(CN(Cc2cc3cccc(C)c3[nH]c2=O)C(=S)NCCCN(C)C)cc1	94	0	2	2	12	-0.2	97	4	1
CCSc1nnc(NC(=O)c2nc(S(=O)(=O)Cc3ccc(F)cc3)ncc2Cl)s1	104	0	1	9	21	-0.5	101	4	-3
Cc1cc(C)c(NC(=O)CN2C(=O)CC(C)S(=O)(=O)c3ccccc32)c(C)c1 (centres undefined)	104	0	0	4	14	0.7	105	0	3
O=C(OCC(=O)N1CCc2ccccc2C1)c1cccs1	101	1	2	4	6	0.3	104	7	1
C=COCCNC(=S)Nc1ccccc1	97	1	-3	12	5	-1.5	101	8	-1
CC(=O)NC12CC3CC(C1)CC(C(=O)N1CCN(c4ncccn4)CC1)(C3)C2	102	0	-3	1	-7	-1.5	106	1	2
CNC[C@H](O)c1cccc(O)c1	98	5	0	3	2	-2.2	98	7	4
O=C(/C=C/c1ccc(Br)cc1)NC(=S)Nc1ccc(S(=O)(=O)Nc2nccs2)cc1	106	2	-1	7	-20	-9.5	108	3	1
COc1ccc(F)cc1CSc1nnnn1-c1ccc(O)cc1	92	0	-2	4	25	-2.8	98	-1	4
COc1ccc(Cc2nnc(NC(=O)c3ccc(OC(C)=O)cc3)s2)cc1OC	105	·	-6	-5	9	0.2	99	-4	2
Cc1cccc(NC(=O)[C@@H](CC(C)C)NC(=O)[C@@H]2Cc3ccccc3CN2)c1	91	0	0	1	1	-5.7	91	8	-6
COc1cccc(C(=O)C2CCCN(CC3=Cc4cc(OC)ccc4OC3)C2)c1 (centres undefined)	107	2	1	11	15	0.1	105	2	5

Continued:
SMILES	CIT2-GFP yeast	GRK2 aptamer HTS	Fam108B counter	MCL1 BIM primary	VLA-4 inh	MEX-5 binding	AGP1 TOR yeast	Bcl-xL primary	GLD-1 RNA inh
Cc1noc(C)c1COc1ccccc1C(=O)NNC(=O)c1ccc(F)cc1	89	3	·	1	2	·	100	1	-1
O=C(CSc1nnc(-c2ccncc2)s1)Nc1ccccc1	103	3	-3	-6	3	-2.3	103	-1	-1
CC1Cc2ccccc2N1C(=O)Cn1cnc2c1c(=O)n(C)c(=O)n2C (centres undefined)	111	0	-1	6	-13	1.6	119	7	-9
CN(CC1CCOCC1)C(=O)CC1C(=O)NCCN1Cc1cccc(F)c1 (centres undefined)	·	0	-1	19	-7	-3.1	98	15	10
CC(C)c1ccc(NC(=O)CCN2C(=O)[C@@H]3Cc4ccccc4CN3C2=O)cc1	100	0	2	-2	8	1.3	97	6	-6
COc1ccc(NC(=O)CN2C(=O)C(C)Oc3ccccc32)cc1OC (centres undefined)	103	2	-2	-2	23	-0.2	99	2	9
CC(C)(C)C(=O)[C@H]1[C@H](c2ccccc2)[C@@]2(N=C(c3ccccc3)OC2=O)C2c3ccccc3C=NN21 (some centres undefined)	102	3	-2	3	1	1.5	98	1	3
COc1ccc2cc(C3CC(c4ccco4)=NN3C(=O)CCC(=O)O)c(Cl)nc2c1 (centres undefined)	96	0	-1	14	38	-7.6	98	11	2
COc1ccc(Br)cc1CN(C)C(=O)c1cc(Cl)c2c(c1)OCCO2	102	0	0	3	-14	2.6	101	4	10
Cc1ccc(C(=O)N/C(=C\c2ccc3c(c2)OCO3)C(=O)N2CCOCC2)cc1	103	0	3	8	18	1.1	102	4	12
CC(C)c1ccccc1NC(=S)NCc1ccccc1F	98	0	0	11	2	0.4	99	6	1
O=S(=O)(NCCN1CCOCC1)c1cccc(C(F)(F)F)c1	111	3	0	-5	-11	-2.4	107	1	14
O=C(N[C@@H](Cc1c[nH]c2ccccc12)C(=O)NC1CC1)c1ccccc1Cl	97	2	1	8	-8	-0.4	96	10	-2
Cc1ccc(C)c(N2CCN(C(=O)Cc3ccc(NC4=NC5CS(=O)(=O)CC5S4)cc3)CC2)c1 (centres undefined)	104	2	-3	7	56*	1.9	107	1	2
C[C@H](NC(=O)C1CCN(S(=O)(=O)c2ccccc2)CC1)C(=O)NCc1ccc(Cl)c(Cl)c1	124	0	2	8	6	-1.4	104	7	4
COc1ccc(C(=O)Nc2ccccc2NC(=O)c2ccco2)cc1OC	110	44*	2	1	-1	1.2	106	6	1
CCOc1ccc(NC(=O)CN(C)CC(=O)NC2CCCc3ccccc32)cc1OCC (centres undefined)	98	29	3	-6	39	-1.6	106	-1	0
CS(=O)(=O)Nc1ccc(C(=O)NCCSCc2ccccc2)cc1	98	2	-5	3	12	1.7	103	2	11
O=C(NNC(=O)c1ccccc1C(=O)O)c1cc2ccccc2o1	99	2	7	-2	-1	-7.4	97	0	2
Cc1cc(Cl)ccc1OC(C)c1nnc(N)s1 (centres undefined)	103	1	-1	3	6	0.1	97	-1	-2
C=CC[C@@H](CC(=O)N(CCO)Cc1ccccc1)C(=O)N[C@@H](C)COC(=O)[C@@H](CC=C)CC(=O)OC(C)(C)C	107	2	·	·	0	·	101	·	8
O=C(COc1cc(Cl)c(Cl)cc1Cl)NCCc1ccccn1	105	1	6	13	-3	-0.3	107	0	-2
CSc1cccc(N2CC(C(=O)NCCC3=CCCCC3)CC2=O)c1 (centres undefined)	92	0	-1	-6	-12	-3.6	95	-1	-4
CCCNC(=O)c1onc(CSc2ccc(F)cc2)c1C(=O)NCC1CC1	101	1	3	1	-1	1.3	88	2	7
O=C(O)CC/C(=N\NC(=O)c1ccccc1Br)c1ccccc1	92	1	4	5	8	1.8	93	0	-2
O=C(c1cccc2ccccc12)N1CCN(Cc2ccccc2F)CC1	104	0	·	·	4	1.8	104	·	·
O=C(NCc1ccccc1)NC12CC3CC(CC(C3)C1)C2	88	0	-3	5	-8	-2.1	85	-1	5
Cc1ccc(OC(C)C(=O)Nc2ccc3c(c2)n(C)c(=O)n3C)c(C)c1 (centres undefined)	104	0	·	·	5	-0.2	98	·	·
